# TGFb SMAD3 inh: blocks TGF-b signaling; HepG2 CAGA-GFP TGF-b/SMAD3 reporter, GFP fluorescence, 18 h; TGF-beta stimulated, 500 pg/mL final; Potency, µM (top dose mostly 46.1 µM), inactives show top-dose activity, negative = inhibition, usual class: inhibitors; actives 1.2% (n = 410,000); AID 588855; further: potency means the concentration at half of the fitted maximal effect; on the % scale 0 is the no-effect control and ±100 the full control effect; nearly all actives have a fitted effect of over 65% in size
#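 Read-out: total well GFP (ex488/em500-530) summed from mean per-cell fluorescence. Cells: HEPG2 CAGA-GFP, 1% FBS DMEM, 18 h at 37 degrees C with 500 pg/mL final TGF-beta. Unstimulated wells served as the full-inhibition control; stimulated DMSO wells = 0%.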
# HepG2 tox: counter-screen for TGF-b inhibitors: cytotoxicity in HepG2 cells. HepG2 CAGA-GFP viability, ATP luminescence, 18 h. Potency, µM (doses to about 46.1 µM), for inactives: at the highest dose activity change, negative = cytotoxicity, hits mostly cytotoxic. actives 0.76% (n = 410,000); further: potency means the concentration at half of the fitted maximal effect; some results filed as inactive show a strong effect at the top dose
#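 HepG2 CAGA-GFP cells (1000/well, DMEM with 1% FBS) received compound, then TGF-beta at 500 pg/mL final, and were incubated 18 hours at 37 degrees C. Viability was read by CellTiter-Glo luminescence. Media-only wells were set as complete cell-killing and DMSO as no toxicity.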
# IL1B secr inh: inhibitors of inflammasome signaling (IL-1 beta secretion); AID 743279; THP-1 LPS/ATP IL-1B secretion, AlphaLISA, 16 h; active compounds read low; activity change, % at 57.5 µM; actives 4.7% (n = 360,000); in the data active means activity change below about -50%; inconclusive means mostly about -30% to -49%; further: on the % scale 0 is the no-effect control and ±100 the full control effect
#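 THP-1 cells pretreated 1 hr with compounds (up to 57.5 uM final), then stimulated with LPS (250 ng/mL final) plus ATP (1.25 mM final); secreted IL-1B measured by AlphaLISA after 16 hr, decreased signal indicating inhibition.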
# Nrf2 block: inhibitors of Nrf2 signaling; actives 2.1% (n = 360,000); Potency, µM (top dose mostly 46 µM), inactives show top-dose activity change, negative = inhibition, usual class: inhibitors; A549 ARE-Fluc reporter, luciferase luminescence, 18-24 h; further: potency means the concentration at half of the fitted maximal effect; on the % scale 0 is the no-effect control and ±100 the full control effect; nearly all actives have a fitted effect of over 60% in size
#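 In this cell-based qHTS, ARE-driven firefly luciferase in A549 cells reports Nrf2 activity; the luminescent signal after BugLite lysis is the measured value, with a prior CellTiter-Fluor read for cell health.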
# Nrf2 activator: activates Nrf2 signaling. AREc32 ARE-luciferase reporter (MCF7-derived line), luminescence, 24 h. Potency, µM (series often up to 46.1 µM), without a hit: at the top dose activation, usual class: activators. actives 0.31% (n = 410,000); further: potency means the concentration at half of the fitted maximal effect; % of control where 0% means no effect; nearly all actives have a fitted effect of over 65% in size
#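 Each well held 1000 AREc32 cells, which were incubated with compound for 24 hr at 37 deg C after overnight attachment, and ARE reporter activity was quantified by firefly luciferase luminescence.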
# MCF10A rerep: induces DNA re-replication in MCF 10a normal breast cells; Potency, µM (series often up to 46.1 µM), without a hit: at the top dose activity, positive = re-replication, most hits filed as activators; AID 624296; MCF 10A DNA re-replication, Hoechst nuclear intensity, 48 h; actives 2.9% (n = 350,000); further: potency means the concentration at half of the fitted maximal effect; % of control where 0% means no effect; nearly all actives have a fitted effect of over 50% in size
# ATXN viability: reduces viability in counter-screen for ATXN expression inhibitors | S2 cells (HEK-293 line with an ATXN2-luciferase reporter) viability, CellTiter-Fluor protease fluorescence, 24 h | Potency, µM (doses to about 56.7 µM), most hits filed as cytotoxic | actives 0.49% (n = 400,000) | AID 651635; further: potency means the concentration at half of the fitted maximal effect; nearly all actives have a fitted effect of over 40% in size
# A549 viability: kills or reduces viability of A549 cells in Nrf2 counter-screen; A549 ARE-Fluc cells, CellTiter-Fluor viability, 18-24 h; Potency, µM (series often up to 46 µM), for the others: at the highest dose activity change, negative = cytotoxicity, most hits filed as inhibitors; actives 0.16% (n = 390,000); AID 504648; further: potency means the concentration at half of the fitted maximal effect; on the % scale 0 is the no-effect control and ±100 the full control effect
#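 A549 ARE_Fluc cells in 5% FBS OPTI-MEM were exposed to compounds in concentration-response for 18-24 h at 37 deg C. Viability was read by CellTiter-Fluor fluorescence (Ex 405/Em 525) after 30 min, before the luciferase read.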
# ATXN2 expr inh: inhibitors of ATXN2 expression | Potency, µM (doses to about 57 µM), for inactives: top-dose activity change, negative = inhibition, actives largely listed as inhibitors | actives 0.72% (n = 360,000) | HEK-293 ATXN2-luciferase reporter, luminescence, 24 h | AID 1745845; further: potency means the concentration at half of the fitted maximal effect; on the % scale 0 is the no-effect control and ±100 the full control effect; nearly all actives have a fitted effect of over 55% in size
#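 ATXN2-luciferase reporter cells (luciferase flanked by upstream and downstream ATXN2 gene portions) were treated 24 h at 37 °C with compounds at up to 57 uM. SteadyGlo luminescence gave expression; GF-AFC fluorescence gave viability.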
# An asterisk follows results filed as active; i = inactive; u = inconclusive; x = not tested or not shown; & = joins results of further samples; [ ] = another dose, or the depositor's remark. Unless noted, the call rests on the fitted dose curve; in most records, active means well fitted curve in the direction sought with a large enough effect; inconclusive means small, poorly fitted or top-dose-only effect, or another doubt; inactive means no such curve, though single readings can be large; an effect the other way counts as inactive or inconclusive. This is a random part of the collection; about 8.8% have a hit in one of these screens.
canonical_smiles | Nrf2 activator | TGFb SMAD3 inh | IL1B secr inh | ATXN viability | A549 viability | ATXN2 expr inh | Nrf2 block | HepG2 tox | MCF10A rerep
Cc1ccc(C(=O)Nc2ccccc2C(=O)O)cc1NC(=O)COc1c(C)cccc1C | -2.0% | -12.8% | -7.0 | i | -5.7% | x | 0.4% | -31.8% | 0.9%
CC(=O)Nc1ccc(-c2nnn(CC(=O)c3ccc(F)cc3)n2)cc1Cl | 0.6% | 2.9% | u | i | 1.9% | 21.8% | 1.9% | -8.0% | -7.5%
Cc1ccc(C(=O)N2CCN3C(=O)c4ccccc4C23c2ccc(Cl)cc2)cc1 (stereo not given) | 3.2% | -14.9% | 0.0 | u | u | 0.5% | x | -36.7% | u
C[C@H](CO)N1C[C@H](C)[C@@H](CN(C)Cc2ccncc2)Oc2c(NS(=O)(=O)c3cccs3)cccc2C1=O | 2.4% | 2.3% | 2.9 | i | 2.0% | 1.0% | 9.3% | 0.9% | 3.9%
CC(C)N1CCc2c(sc(NC(=O)c3cc4cc([N+](=O)[O-])ccc4s3)c2C(N)=O)C1 | -1.2% | u | 121.4 | x | -1.0% | u | -15.0% | 12.6µM* | u
Nc1c(NC(=O)CC[n+]2ccccc2)cccc1[N+](=O)[O-] | 0.7% | -16.6% | 0.0 | i | -16.5% | 15.6% | 18.0% | 2.4% | 7.6%
COc1ccc(NC(=O)C2CCCCN2S(=O)(=O)c2ccc(F)cc2)cc1 (stereo not given) | 3.0% | -10.1% | 19.2 | i | 2.2% | -9.2% | u | -0.5% | -4.7%
CC(=O)N1CCCc2cc(S(=O)(=O)N3CCCC(C(=O)Nc4cccc(Cl)c4C)C3)ccc21 (stereo not given) | 5.6% | -24.9% | x | u | -0.1% | -32.5% | x | -31.6% | x
O=C1N/C(=N\N=C\c2cccs2)SC1Cc1ccc(Cl)cc1 (stereo not given) | 2.2% | -19.4% | 16.0 | i | 7.2% | -12.6% | -23.7% | -25.5% | u
Cc1ccc(-n2ccc(=O)c(-c3ccnc(SCc4cccc(Cl)c4)n3)n2)cc1 | 1.1% | -12.3% | -11.1 | i | u | -25.4% | x | -13.9% | u

# Part of the list above, with two lines to a compound.
# Each structure is followed by: Nrf2 activator | TGFb SMAD3 inh | IL1B secr inh | ATXN viability | A549 viability | ATXN2 expr inh | Nrf2 block | HepG2 tox | MCF10A rerep
Cc1ccc(C(=O)Nc2ccccc2C(=O)O)cc1NC(=O)COc1c(C)cccc1C
    -2.0% | -12.8% | -7.0 | i | -5.7% | x | 0.4% | -31.8% | 0.9%
CC(=O)Nc1ccc(-c2nnn(CC(=O)c3ccc(F)cc3)n2)cc1Cl
    0.6% | 2.9% | u | i | 1.9% | 21.8% | 1.9% | -8.0% | -7.5%
Cc1ccc(C(=O)N2CCN3C(=O)c4ccccc4C23c2ccc(Cl)cc2)cc1 (stereo not given)
    3.2% | -14.9% | 0.0 | u | u | 0.5% | x | -36.7% | u
C[C@H](CO)N1C[C@H](C)[C@@H](CN(C)Cc2ccncc2)Oc2c(NS(=O)(=O)c3cccs3)cccc2C1=O
    2.4% | 2.3% | 2.9 | i | 2.0% | 1.0% | 9.3% | 0.9% | 3.9%
CC(C)N1CCc2c(sc(NC(=O)c3cc4cc([N+](=O)[O-])ccc4s3)c2C(N)=O)C1
    -1.2% | u | 121.4 | x | -1.0% | u | -15.0% | 12.6µM* | u
Nc1c(NC(=O)CC[n+]2ccccc2)cccc1[N+](=O)[O-]
    0.7% | -16.6% | 0.0 | i | -16.5% | 15.6% | 18.0% | 2.4% | 7.6%
COc1ccc(NC(=O)C2CCCCN2S(=O)(=O)c2ccc(F)cc2)cc1 (stereo not given)
    3.0% | -10.1% | 19.2 | i | 2.2% | -9.2% | u | -0.5% | -4.7%

# (next part)
canonical_smiles | Nrf2 activator | TGFb SMAD3 inh | IL1B secr inh | ATXN viability | A549 viability | ATXN2 expr inh | Nrf2 block | HepG2 tox | MCF10A rerep
C=CCCCCCCCCC(=O)NNC1CC(=O)N(c2ccccc2)C1=O (stereo not given) | -0.6% | 0.9% | 3.6 | x | 4.9% | -0.5% | 12.0% | 131.2% | -1.1%
Cc1cccc(Nc2ccc(C(=O)O)cc2[N+](=O)[O-])c1C | 3.2% | 4.9% | 39.7 | i | -12.0% | 6.3% | u | 2.2% | -2.3%
Cc1cc(C(=O)COc2ccc(Cl)cc2Br)c(C)n1C | 4.0% | 0.0% | u | i | -3.7% | 28.6% | u | -10.5% | u
O=C(N/N=C/c1c(O)n(-c2ccccc2Cl)c(=O)c2ccccc12)C1COc2ccccc2O1 (stereo not given) | -0.6% | -1.7% | 50.9 | i | -18.4% | u | u | -45.6% | 20.6µM*
CC(C)OCCCNC(=O)c1ccccc1Oc1ccccc1 | 0.1% | -14.0% | -9.1 | i | 15.7% | 6.7% | x | -0.8% | 0.5%
COc1cccc(/C=N/NC(=O)Cn2nc([N+](=O)[O-])cc2C)c1 | -0.5% | 10.9% | 2.0 | i | -9.5% | 27.5% | -11.5% | 17.6% | -2.3%
CCCc1cc(-c2[nH]ncc2-c2ccc3c(c2)OCCCO3)c(O)cc1O | -0.6% | u | 0.1 | u | -11.1% | u | u | -60.0% | 80.6%
Cc1ccc(O)c(C(CC(=O)NC2CCCCC2)c2ccccc2)c1 (stereo not given) | 3.7% | 9.5% | u | u | 7.9% | -19.5% | 0.1% | -11.7% | u
CCOc1cc(/C=C/C(=O)O)ccc1OCCO | 0.5% | -0.8% | 2.2 | i | 0.6% | x | -3.4% | 15.5% | 0.1%
Cc1cc(N2CCN(C)CC2)nc2ccc(NC(=S)N3CCCCCC3)cc12 | 3.9% | 10.5% | -5.2 | u | -1.9% | x | -1.5% | -22.8% | u
Cc1c(NC(=O)CCCN2C(=O)c3cccc4cccc(c34)C2=O)c(=O)n(-c2ccccc2)n1C | 2.1% | -9.9% | x | i | 0.7% | -3.1%[11.3 µM] | -6.1% | -12.8% | 0.9%
N#CCCN(Cc1ccccc1)S(=O)(=O)c1cccs1 | -0.1% | -2.3% | -1.8 | i | -0.8% | x | 6.1% | 2.7% | 1.2%
Cc1cc(C)c2c(CN3CCCCC3C)cc(=O)oc2c1 (stereo not given) | 2.0% | 6.3% | 18.3 | i | 3.2% | 16.2% | 2.7% | -1.7% | 6.0%
CCC(=O)NCCc1cc2cc(C)c(C)cc2[nH]c1=O | 0.1% | 2.9% | -12.2 | i | -3.5% | 0.1% | -17.3% | 12.1% | -6.5%
Cc1n[nH]c(=O)nc1NCc1ccccc1Cl | 0.4% | 7.7% | -5.7 | i | -1.0% | -5.0% | -5.7% | -19.2% | -2.4%
Cc1ccccc1CSc1nc2c(c(=O)[nH]1)CCC2 | 2.7% | -6.5% | 10.9 | i | 11.8% | 2.7% | -52.1% | -3.4% | -1.8%
O=C(COC(=O)C1CC2CCCC(C1)C2=O)Nc1ccc(Cl)cn1 (stereo not given) | -1.4% | 7.2% | 22.6 | i | 0.9% | 13.4% | 7.1% | 4.8% | 1.5%
COc1ccc(N2CCN(Cc3cc(=O)oc4ccc(Cl)cc34)CC2)cc1 | 0.4% | -0.6% | 0.0 | i | 0.2% | -7.9% | -8.1% | -13.9% | 10.4%
c1ccc(SCc2nc(-c3ccncc3)n[nH]2)nc1 | -0.7% | -16.8% | 14.1 | i | 4.9% | 5.8% | -0.7% | -2.3% | 6.1%
COC(=O)c1cc(-c2ccc(C)cc2)c2c(=O)n(C)c(=O)n(C)c2n1 | 0.4% | 0.0% | x | i | 5.0% | 4.7% | u | -0.2% | x
Clc1ccc(-n2ncc3c(N4CCCC4)ncnc32)cc1 | 3.5% | 12.7% | -0.5 | i | 4.7% | 50.1% | u | -24.1% | -0.9%&-17.2%
CCCCN(C)c1c(C)nc2ccc(C(=O)N3CCN(C(C)=O)CC3)cn12 | 0.6%[9.22 µM] | -4.9% | 71.9 | i | x | -4.8% | x | -8.9% | x
CCN(CCCNC(=O)CSc1cc(=O)n(CC)c2ccccc12)c1cccc(C)c1 | -0.8% | u | x | u | -13.7% | -13.0% | u | -39.4% | x
COc1ccc(-c2n[nH]c(C(F)(F)F)c2-c2cc3ccccc3o2)c(O)c1 | -0.8% | u | -54.4* | u | 16.4µM* | u | 16.4µM* | 12.6µM* | -1.9%
CC(=O)OCC(=O)N1CCN(c2ccc([N+](=O)[O-])cc2)CC1 | 0.3% | -5.6% | -4.7 | i | -20.9% | 4.7% | -15.8% | -3.7% | -2.7%
COCCN(CCOC)C(=O)C12CCC(C)(C(=O)C1)C2(C)C (stereo not given) | 0.1% | 3.4% | 6.4 | u | -6.3% | -6.3% | 15.9% | 6.2% | 1.5%
CC(C)(C)OC(=O)N[C@@H](CCCCNC(=O)OCc1ccccc1)c1nnc([C@H](CCCCNC(=O)OCc2ccccc2)NC(=O)OC(C)(C)C)o1 | 2.0% | -0.9% | -14.0 | i | -6.2% | -1.1% | -18.3% | 3.6% | 1.1%
Cc1ccc(S(=O)(=O)NC(CC(C)C)C(=O)NCC(C)(C)N2CCOCC2)cc1 (stereo not given) | -0.8% | u | 10.3 | i | -0.2% | -4.1% | -3.8% | -9.1% | -1.2%
CC(C)c1ccc(CNc2n[nH]c(-c3ccco3)n2)cc1 | 0.6% | 30.1% | x | i | 7.8% | 19.3% | u | -13.0% | x
CCOC(=O)c1ccc(/C=C2\c3ccccc3C(=O)N2c2ccccc2)cc1F | 15.1% | -4.6% | 72.9 | i | 4.6% | 1.2% | 11.2% | -3.3% | -32.6%[inhibitor]
O=C(NC(NC(=S)N1CCOCC1)C(Cl)(Cl)Cl)c1cccc2ccccc12 (stereo not given) | 1.9% | -8.5% | -26.7 | i | 0.5% | 5.9% | -30.7% | -8.9% | 14.5%
O=C(NCc1ccc2c(c1)OCO2)c1cc(COc2c(F)cccc2F)on1 | 0.3% | -10.7% | -23.0 | i | -4.7% | 21.0% | u | 1.0% | 8.4%
